Lipid droplet: inhibitors of hepatocyte lipid droplet formation, primary screen, imaging, high-throughput imaging, BODIPY stain. inhibition, % at 6.5 µM. 240,000 tested, 0.4% active. AML12 mouse hepatocytes, oleate lipid droplets;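 active = lipid droplet intensity inhibited by at least 50%, with more than 500 cells counted; inconclusive = wells with under 300 cells, treated as cytotoxic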
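Assay system: AML12 hepatocytes (mouse); Probe or stimulus: oleic acid at 100 µM to induce lipid droplet formation; Dosing: compound at 6.5 µM only; Schedule: compound with oleate, overnight; Detection: fluorescence imaging, 20x objective, two fields per well; Measure: % inhibition of lipid droplet signal.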
MT stabilize HCS: microtubule stabilizers in HeLa cells, primary screen, imaging, high-content imaging; HeLa tubulin immunostaining HCS, 24 h; share of cells brighter than vehicle mean+2SD; % tubulin-high responders, % at 10 µM; 200,000 tested, 0.83% active; AID 2205, 2009;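 active = plate Z-score above 3 for both tubulin-high and condensed-nucleus cell shares, with cell loss under 80%, at 10 µM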;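 note: anti alpha tubulin signal scored within the nucleus-defined area of each cell; some results filed as inactive read as strong as hits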
Dynein cargo inh: inhibitors of GR-EGFP nuclear translocation, primary screen, dynein cargo transport inhibitor project, imaging, high-content, 3617.4 mouse cells | test concentration mostly 20 µM; stimulated with dexamethasone, 1 µM; hits give low values | 220,000 tested, 0.47% active | AID 1381, 2008 | z-score, hits read low;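 active = plate z-score of nuclear minus cytoplasmic receptor signal below a set negative limit, without overly bright fluorescence or cell loss, cut at about -3.5 in these data, passing the limit was not always enough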;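 note: z-score of nuclear minus cytoplasmic ring GR-EGFP intensity difference per well; some compounds called inactive have numbers as strong as hits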
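Buffer or medium: tetracycline-free induction medium containing charcoal-stripped FBS / Reagent: dexamethasone agonist, 1.0 µM final, for 30 min / Technique: automated 10x imaging of fixed Hoechst-stained cells / Times: induction 48 h, compound 1 h, agonist 30 min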
Ins promoter up: insulin promoter activators in MIN6 cells, imaging, high-content screening, mouse beta cells; MIN6 insulin promoter-GFP reporter; hits give high values; z-score at 5 µM; 190,000 tested, 0.3% active;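 active = z-score above 3 at 5 µM with at least 500 cells counted in the well; inconclusive = wells under 500 cells, flagged as cytotoxic or low count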
Autophagy HCS: autophagy modulators in MEF cells, primary screen, imaging, high-content, MEF GFP-LC3; MEF GFP-LC3 puncta imaging; test concentration mostly 10 µM; calls only at 10 µM (by protocol); 190,000 tested, 0.98% active; AID 463193, 2010;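 active = percentage of spot-positive cells more than 3 SD above its plate mean, without a fluorescence outlier flag or 80% toxicity; inconclusive = no clear call, values can overlap the other calls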;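 note: spot-positive cell cutoff set from DMSO-treated cells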
PhoP inhibition: inhibitors of PhoP regulon expression, primary screen, Salmonella Typhimurium, GFP reporter (AID 1863); S. Typhimurium PhoP-regulated promoter GFP reporter, 4 h; higher % means a stronger effect; one-dose inhibition, % at 50 µM; IC50 in µM for titrated hits; 300,000 tested, 0.16% active;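 active = inhibition over 29.93%, a cutoff 3 SD above the screen mean, later confirmed by dose response; inconclusive = inhibition over 29.93% but no dose response follow-up; inactive = inhibition at most 29.93% or unconfirmed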;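 note: 0% = low Mg2+ inducing control and 100% = high Mg2+ repressing control; strong numbers were not always called active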
bCat nuc transl: modulators of beta-catenin nuclear translocation, primary screen, imaging, HeLa cells, immunofluorescence, high-content. AID 1665, 2009. 190,000 tested, 0.3% active. nuclear translocation activity, % at 5 µM;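 active = nuclear translocation activity above 50% at 5 µM, with a well cell count of 50 or more; inconclusive = wells under 50 cells across six images, flagged as toxic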;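 note: per-cell ratio of nuclear to cytoplasmic median beta-catenin stain intensity; plate controls were DMSO negative control for no effect and GSK-3 inhibitor IX positive control for full effect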
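Test system: human HeLa cells, native beta-catenin. Compound dosing: 5 µM primary single dose, 0.1% DMSO, 0.02–20 µM confirmation series. Incubation: compound exposure 24 h at 37°C. Detection: beta-catenin immunostaining with DAPI counterstain, 20x imaging, 6 fields/well. Read-out basis: Nuclear/cytoplasmic beta-catenin signal ratio, % activation.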
CSM14.1 death rescue: rescue of cells from ER stress-induced death, primary screen, 384-well, CSM14.1, thapsigargin, ATP luminescence (AID 1222). CSM14.1 thapsigargin-induced death rescue, ATP luminescence; higher % means a stronger effect. 190,000 tested, under 10 active. one-dose cellular ATP content (survival), % at 20 µM; EC50 in µM for titrated hits;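 active = EC50 below 50 µM in the dose-response confirmation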;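 note: death triggered by thapsigargin at about 15 µM added after 2 h compound pretreatment; cell ATP read after overnight thapsigargin exposure of roughly 18 to 22 hours; normalized against plate controls of thapsigargin alone and 5% DMSO vehicle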
T cell HTS: modulators of CD8 T cell-vesicle binding, primary screen, mouse 2C CD8+ T cells, flow cytometry; 2C CD8+ T cell-vesicle binding; hits give low values; calls only at 7 µM; 330,000 tested, 0.068% active;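 active = response, share of CD8 T cells binding vesicles, and their 90th percentile fluorescence all below set limits, cut at about 80% in these data, passing the limit was not always enough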
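Incubation: binding step 1.5 h, 37 °C, antibody labelling 20 min, ice; system: murine 2C transgenic CD8+ T lymphocytes; technique: cytometric PE anti-B7-1 and Alexa647 anti-CD8 signals after 1% paraformaldehyde fixation; also added: QL9-charged Drosophila Ld/ICAM-1/B7-1 vesicles; control set: naked versus QL9-loaded vesicles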
Dynein cargo inh cytoplasmic EGFP: second read-out of Dynein cargo inh, no call of its own (marks repeat the call); z-score; measured here: cytoplasmic GR-EGFP intensity; hits give high values
Dynein cargo inh nuclear GR-EGFP: second read-out of Dynein cargo inh, no call of its own (marks repeat the call); z-score; measured here: nuclear GR-EGFP intensity;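 lower value marks the stronger effect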
Dynein cargo inh cell count: second read-out of Dynein cargo inh, no call of its own (marks repeat the call); z-score; measured here: cell count per field
Ins promoter up cell count: second read-out of Ins promoter up, no call of its own (marks repeat the call); cell count; measured here: cytotoxicity, nuclei count;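 total cells summed across four imaged fields per well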
Lipid droplet cells 6.5 µM: also measured in Lipid droplet; calls as there; cell count; measured here: cell count, cytotoxicity flag;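 cells counted across two imaged fields per well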
bCat nuc transl cell count 5 µM: second read-out of bCat nuc transl, no call of its own (marks repeat the call); cell count; measured here: cell count, cytotoxicity flag
T cell HTS vesicle-bound %: recorded beside T cell HTS, whose call it bears; double positive events, %; measured here: CD8+ vesicle-bound cell fraction;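 binding gate set so that unloaded-vesicle control wells show 10% double positive cells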
MT stabilize HCS Hoechst-high %: second read-out of MT stabilize HCS, no call of its own (marks repeat the call); % Hoechst-high responders; measured here: nuclear condensation Hoechst responders;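 share of cells brighter than vehicle mean plus two SD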
MT stabilize HCS cytotoxicity %: further read-out of MT stabilize HCS, marked with its call; toxicity, %; measured here: cytotoxicity by cell density;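 0% = mean cell density of plate MIN control wells and 100% = no cells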
Autophagy HCS cell loss 18 h: recorded beside Autophagy HCS, whose call it bears; toxicity, %; measured here: cell loss, nuclei count;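 cell loss after 18 h compound exposure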
Starred values were filed as active, the others as inactive; i = inactive; u = inconclusive; x = not tested or not shown.

SMILES	Lipid droplet	Lipid droplet cells 6.5 µM	MT stabilize HCS	MT stabilize HCS Hoechst-high %	MT stabilize HCS cytotoxicity %	Dynein cargo inh	Dynein cargo inh cytoplasmic EGFP	Dynein cargo inh nuclear GR-EGFP	Dynein cargo inh cell count	Ins promoter up	Ins promoter up cell count	Autophagy HCS	Autophagy HCS cell loss 18 h	PhoP inhibition	bCat nuc transl	bCat nuc transl cell count 5 µM	CSM14.1 death rescue	T cell HTS	T cell HTS vesicle-bound %
CCCCCc1cc(=O)oc2c(C(CCN3CCCCC3)c3ccc(OC)cc3)c(OC)cc(OC)c12 (stereo unspecified)	16.4	648	x	x	x	-0.796	0.107	-0.335	-2.56	x	x	x	x	1.0%	-2.9	1138	x	i	42.9
CC(C)CCn1c(CN2CCN(Cc3ccccc3)CC2)nc2c1c(=O)n(C)c(=O)n2C	x	x	1.8	3.7	11.0	-0.613	0.0557	-0.224	0.464	-2.1	1152	i	7.9	2.9%	0.1	1197	0.7%	i	53.2
S=C(NCc1ccccc1)NNc1nc2ccccc2[nH]1	11.0	670	6.2	3.1	6.4	-0.0962	-0.317	0.233	-0.286	-0.29	1255	i	-3.4	0.9%	1.7	1090	2.7%	i	42.8
NS(=O)(=O)c1cccc(NC(=O)/C=C/c2cccs2)c1	-12.2	634	2.9	2.5	6.9	-0.129	-0.189	0.141	0.175	0.85	1615	i	10.8	4.3%	-4.4	1103	-1.2%	i	16.4
COc1ccccc1NC(=O)c1ccc(C)s1	-12.4	680	3.4	1.9	5.2	0.335	-0.265	0.226	-0.862	-0.86	1507	i	-1.5	0.1%	-0.5	1105	-0.4%	i	20.1
COC(C[C@H]1O[C@H]1C(=O)COCc1ccccc1)OC	21.8	691	x	x	x	0.981	-0.819	0.556	-0.415	-0.28	1027	x	x	-0.8%	-0.1	1357	x	x	x
O=C1C2CCCN2C(c2ccco2)N1c1ccc(F)cc1 (stereo unspecified)	5.1	736	3.0	1.4	0.5	0.448	-0.117	0.388	-0.521	x	x	i	9.0	2.6%	-0.9	1138	0.0%	i	57.8
Cc1ccc(/C=C(/C#N)C(=O)NC(C)c2ccccc2)o1 (stereo unspecified)	-19.9	694	2.8	1.7	5.6	0.144	-0.203	0.211	0.53	0.54	1310	i	2.7	2.8%	x	x	-6.7%	i	50.8
COc1ccccc1C(=O)Nc1ccc(OCc2nnc3c4ccccc4c(C)nn23)cc1	4.0	649	1.7	2.6	6.6	-0.0665	-0.206	0.108	0.314	-0.06	1319	i	-20.2	-3.6%	-1.6	905	5.9%	i	45.9
COc1ccc(CCNC(=O)NC(C(F)(F)F)C(F)(F)F)cc1OC	-13.2	459	3.3	1.7	1.4	0.215	-0.184	0.14	0.306	-0.03	1735	i	-8.1	-3.5%	2.3	908	-2.1%	i	54.8
Cn1c(CNc2ccccc2)nc2ccccc21	x	x	6.1	1.4	12.8	0.605	0.248	0.929	-1.28	1.48	1397	i	11.2	-11.7%	-2.8	885	-2.3%	i	28.4
O=C1OCc2cc(NC(=O)C3CCCO3)ccc21 (stereo unspecified)	3.4	766	3.2	2.6	8.3	-0.59	4.58	0.668	1.49	-0.63	1307	i	5.1	13.1%	-0.6	1224	0.5%	i	30.2
Cc1noc(-c2ccc(C(F)(F)F)cc2)c1NC(=O)Nc1ccc(Cl)cc1	-60.7	616	x	x	x	-0.373	-0.281	-0.119	0.676	x	x	x	x	-16.4%	-0.6	1349	x	i	19.9
O=C(O)c1ccc(C(=O)c2ccc3c(c2)C(=O)N(CCO)C3=O)cc1	9.3	680	x	x	x	-0.462	-0.247	0.364	-0.427	0.23	977	x	x	-6.3%	-0.5	1296	x	i	17.1
OCCCc1nc2n(n1)C(c1cccs1)C=C(c1ccccc1)N2 (stereo unspecified)	x	x	2.3	3.6	6.1	1.23	0.571	0.944	-0.585	1.27	1075	i	22.6	9.9%	x	x	-0.6%	i	17.7
CC(C)CCNC(=O)NC(=O)COC(=O)C1CCN(S(=O)(=O)c2ccccc2F)CC1	-6.5	618	5.0	2.7	7.4	-0.117	-0.162	-0.0222	-0.517	-0.91	1461	u	x	7.3%	0.3	1064	2.4%	i	9.8
COc1ccccc1-c1nc(-c2cccc(C)c2)no1	-3.0	771	1.2	1.6	2.0	-0.837	-0.203	-0.24	-0.51	1.48	1228	i	5.1	-7.9%	0.9	785	-3.4%	i	42.5
COC(=O)c1oc2ccc(Br)cc2c1NC(=O)CN1CCN(C)CC1	x	x	3.1	2.6	5.2	1.03	-0.0408	0.75	-0.932	x	x	i	-0.3	x	x	x	x	i	29.6
COc1ccc(Cl)cc1NC(=O)CSc1nc(C)cc(C)n1	-9.5	647	1.0	1.8	5.9	-0.664	-0.241	-0.439	0.486	0.21	1549	i	-10.2	8.7%	-1.6	1524	4.4%	i	52.8
COc1ccc(C(=O)C2CCCN(C(=O)c3cccnc3OC)C2)cc1F (stereo unspecified)	-30.7	616	1.0	2.2	5.0	-0.464	-0.292	-0.335	-0.0334	-0.25	1363	i	-0.6	-9.2%	-2.5	1089	-1.1%	i	60.4
COc1cccc(NC(=O)c2ccccc2-c2nc(-c3ccccc3)no2)c1	x	x	3.0	2.8	17.9	-0.0142	-0.506	0.237	0.311	0.37	1054	i	54.5	-4.0%	-1.8	1181	-1.2%	i	54.4
CCCOC(=O)C1=C(C)NC2=C(C(=O)CCC2)C1c1cccs1 (stereo unspecified)	x	x	5.6	3.0	6.0	-0.548	-0.203	0.0423	0.148	0.27	1347	i	-8.8	7.4%	-3.0	988	-0.4%	i	35.9
Cc1cccc(C)c1NC(=O)C(=O)c1cn(C)c2ccccc12	4.4	709	3.0	1.5	3.7	1.72	0.28	1.12	-0.709	0.68	1244	i	15.6	-9.9%	-0.9	1066	0.4%	i	56.7
CC(=C\c1ccco1)/C=C(\C#N)C(=O)NCCc1c[nH]c2ccccc12	-8.6	622	5.1	2.7	5.3	-0.113	-0.128	-0.188	0.0174	0.97	1446	i	-9.4	15.4%	2.3	1043	2.6%	i	38.2
COc1ccc(CN2C(=O)CN=C2Nc2cccc(C)c2C)cc1	x	x	5.7	2.8	6.7	-0.878	0.188	-0.171	0.0246	-1.12	1152	i	-11.2	-8.0%	0.0	767	-2.0%	i	54.9
COCc1[nH]nc2c1C(c1cc(OC)c(O)c(OC)c1)C(C#N)=C(N)O2 (stereo unspecified)	x	x	4.8	1.9	1.1	2.3	0.0977	2.35	-2.87	x	x	i	-2.3	-4.4%	-2.8	853	-0.9%	i	4.6
CN(C)CCOc1ccccc1C(C)(C)C	0.9	836	1.8	2.1	5.8	0.0121	-0.0864	-0.0911	0.749	x	x	i	-8.5	-7.6%	0.2	1002	-3.8%	i	13.8
C[C@H](NC(=O)Nc1cccc(Br)c1)C(=O)O	14.8	771	x	x	x	-0.081	-0.259	0.88	-0.445	-0.06	1027	x	x	-12.4%	-0.5	1399	x	i	22.1
COC(=O)c1c(C)[nH]c(C(=O)/C=C/c2ccc(Cl)cc2)c1C	-3.5	634	3.9	3.5	8.2	-0.239	0.0972	0.346	-0.0191	-0.02	1408	i	-1.0	-14.9%	-0.7	1089	-1.0%	i	43.4
CCN(CC)S(=O)(=O)c1ccc(C(=O)OCC(=O)NCc2ccco2)cc1	3.8	688	2.3	2.5	4.4	-0.989	0.0483	-0.752	0.772	0.23	1662	i	6.7	0.0%	-4.1	1165	0.2%	i	22.6
COc1cc(C2NC(=O)NC(C)=C2C(C)=O)ccc1O (stereo unspecified)	1.8	786	x	x	x	1.31	-0.247	0.521	-0.966	-0.83	1359	x	x	-6.2%	-0.7	1102	x	i	7.8
COc1ccc(C(=O)NC(=O)N2CCCCC2)cc1	-1.6	781	3.2	1.0	2.2	0.151	-0.211	0.426	0.935	0.42	1295	i	-0.7	-7.6%	x	x	-1.9%	i	55.8
COc1ccc(C(=O)Cn2nnc(-c3ccccc3NC(=O)C3CC3)n2)cc1	x	x	2.5	2.5	6.4	-0.107	-0.182	-0.0915	0.341	0.44	1273	i	-1.2	2.8%	-1.5	1105	2.7%	i	9.8
O=C(COc1ccc(Br)cc1)Nc1ccc2c(c1)C(=O)NC2=O	-2.6	741	1.2	2.7	6.0	0.0583	0.0019	0.0469	-0.001	x	x	i	-20.3	1.4%	-0.9	1013	-1.0%	i	54.0

Bioassay records (PubChem)
